TDP1 inh = blocks human tyrosyl-DNA phosphodiesterase 1 | Q9NUW8 | recombinant TDP1, AlphaScreen DNA substrate cleavage | Potency, µM (titrated, usually from 130 µM), for the others: at the highest dose activity change, negative = inhibition, most hits filed as inhibitors | 0.28% of 350,000 active | AID 485290; also: nearly all actives have a fitted effect of over 40% in size
Target sequence (Q9NUW8 whole entry, looked up): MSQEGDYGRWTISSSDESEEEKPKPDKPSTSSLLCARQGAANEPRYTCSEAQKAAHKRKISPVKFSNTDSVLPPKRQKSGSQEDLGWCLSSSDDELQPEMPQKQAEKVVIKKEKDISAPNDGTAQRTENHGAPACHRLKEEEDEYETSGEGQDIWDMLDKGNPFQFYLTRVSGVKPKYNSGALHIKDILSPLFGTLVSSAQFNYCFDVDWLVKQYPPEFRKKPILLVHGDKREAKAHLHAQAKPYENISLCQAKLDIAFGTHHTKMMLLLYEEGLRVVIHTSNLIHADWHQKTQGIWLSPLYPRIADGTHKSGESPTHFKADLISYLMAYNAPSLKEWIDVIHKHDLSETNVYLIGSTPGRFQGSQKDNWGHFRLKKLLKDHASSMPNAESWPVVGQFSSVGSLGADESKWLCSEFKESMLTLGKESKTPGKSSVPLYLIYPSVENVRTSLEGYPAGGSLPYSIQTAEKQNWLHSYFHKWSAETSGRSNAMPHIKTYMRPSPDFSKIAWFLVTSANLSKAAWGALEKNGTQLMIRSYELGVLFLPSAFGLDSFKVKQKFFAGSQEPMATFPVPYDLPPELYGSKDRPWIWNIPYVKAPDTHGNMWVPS
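Here, a 5' biotin and 3' phosphotyrosine-FITC DNA oligonucleotide reports Tdp1 activity: intact substrate bridges AlphaScreen beads, while cleavage leaves a 3' phosphate and drops signal. All incubations at room temperature.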
TDP1 cell noCPT = qHTS for Inhibitors of human tyrosyl-DNA phosphodiesterase 1 (TDP1): qHTS in cells in absence of CPT. AID 686978, 2013. DT40 Tdp1-/- hTDP1 cells, no CPT, ATP luminescence, 48 h. 15% of 420,000 active. Potency, µM (doses to about 46.2 µM), for the others: at the top dose activity change, negative = growth inhibition, hits mostly inhibitors; also: nearly all actives have a fitted effect of over 55% in size
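A cellular qHTS used chicken DT40 cells lacking endogenous Tdp1 but carrying stably transfected human TDP1. Compounds were applied without camptothecin, and cell growth kinetics were judged by ATP-dependent luminescence after ≥48 hr.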
GCN5L2 inh = blocks human GCN5L2 histone acetyltransferase; Potency, µM (highest dose often 58.9 µM), inactives show at the highest dose activity change, negative = inhibition, actives largely listed as inhibitors; GCN5L2 HAT assay, ThioGlo1 CoA-SH fluorescence; Q92830; 0.21% of 390,000 active
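Free CoA generated was detected with ThioGlo1 (50uM) fluorescence at Ex340nm/Em540nm, read immediately and after 20 min at room temperature. Enzyme, 20 nM in HEPES pH 7.5 buffer, saw compounds 15 min before adding 75uM H3(1-25) peptide and 70uM acetyl-CoA.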
* = called active by the depositor; ? = inconclusive; . = not tested or not shown; & = joins results of further samples; [ ] = remark or other dose. Calls follow the shape of the dose curve; as a rule, active = well fitted curve in the direction sought with a large enough effect; inconclusive = small, poorly fitted or top-dose-only effect, or another doubt; inactive = no such curve, though single readings can be large; an effect the other way counts as inactive or inconclusive. % is scaled to controls: 0 for no effect and ±100 for the full control effect; potency is read from the fitted curve at half-maximal effect. These rows are one share of the data; the hit share may differ from the screen's.

Values run as follows: GCN5L2 inh | TDP1 cell noCPT | TDP1 inh
CCN(CC)CC#CC(O)(c1ccccc1)c1ccccc1
  -6% | 3% | -3%
Cc1cccc(N2CCN(C(=O)N3CCOCC3)CC2)c1C
  5% | 21µM* | -3%
CNC(=O)C1CCN(C(=O)N2CC(C)Oc3ccc(Cl)cc32)CC1 (stereo unspecified)
  -17% | -21% | 9%
O=C(N/N=C/c1ccc(Cl)cc1Cl)C(=O)NC1CC1
  0% | -28% | -1%
CCOC(=O)c1ccc(S(=O)(=O)n2c(=O)oc3ccccc32)cc1
  -1% | -22% | -3%
OCC1OC(n2cnc3c(NCc4ccco4)ncnc32)C(O)C1O (stereo unspecified)
  1% | 2.1µM* | 3%&4%
O=C(c1cccc(Cl)c1)n1nc(-c2ccco2)nc1NCc1cccs1
  -3% | -23% | 5%
CCC(=O)N1CCc2cc(Br)cc(S(=O)(=O)NCc3ccccc3OC)c21
  -1% | -26% | -5%
COc1ccc(CNC(=O)COC(=O)CCN2C(=O)C3CC=CCC3C2=O)cc1OC (stereo unspecified)
  7% | -13% | -16%
Cc1cccc(NC(=O)c2cc3c(=O)n4ccccc4nc3s2)c1
  -19% | ? | 79µM*
CC1CCc2sc(C(=O)NN)cc2C1 (stereo unspecified)
  -10% | -2% | 5%
CC1CCN(C(=O)CSc2nnc(-c3ccco3)o2)CC1
  -4% | 3% | -1%
COC(=O)c1c[nH]c(=O)c2ccccc12
  -1% | ? | 6%
CNC(=O)c1ccc2c(c1)N(Cc1cc(C)ccc1C)C(=O)c1ccccc1S2
  0% | ? | 2%
Cc1ccc(C(=O)NC2CC(C)(C)NC(C)(C)C2)cc1S(=O)(=O)N1CCCCC1
  -5% | -13% | -13%[0.505 µM]

Record cards (already shown). Order of screens: GCN5L2 inh | TDP1 cell noCPT | TDP1 inh
CCC(=O)N1CCc2cc(Br)cc(S(=O)(=O)NCc3ccccc3OC)c21 across the screens: -1% | -26% | -5%
O=C(N/N=C/c1ccc(Cl)cc1Cl)C(=O)NC1CC1 across the screens: 0% | -28% | -1%
COc1ccc(CNC(=O)COC(=O)CCN2C(=O)C3CC=CCC3C2=O)cc1OC (stereo unspecified) across the screens: 7% | -13% | -16%
Cc1cccc(N2CCN(C(=O)N3CCOCC3)CC2)c1C across the screens: 5% | 21µM* | -3%
COC(=O)c1c[nH]c(=O)c2ccccc12 across the screens: -1% | ? | 6%

(cont.)
Values run as follows: GCN5L2 inh | TDP1 cell noCPT | TDP1 inh
CCOC(=O)c1c(/N=C/C2=C(O)CC(C)(C)CC2=O)sc(C)c1C
  -3% | -1% | -7%
COc1cc(C#Cc2c(-c3cncn3C)n(C)c3ccc(Br)cc23)cc(OC)c1
  -1% | 18µM* | 4%
Cc1cc(NC(=O)CSc2nc3cc(Cl)ccc3s2)no1
  0% | -5% | 2%
C=CCc1ccc(OCc2ccc(C(=O)O)o2)c(OC)c1
  2% | -3% | .
COc1ccc(/C=C/C(=O)OCC(=O)N(C)CC(=O)Nc2ccc(C)cc2)c(OC)c1
  -13% | ? | 0%
CCN1CCCC1CNC(=O)Cn1cccc1C(=O)c1ccccc1C (stereo unspecified)
  -1% | -18% | 3%
O=C(Nc1ncc2c(n1)-c1ccccc1CC2)c1ccccc1
  -5% | ? | 2%
CC(C)(C)NCC(O)COc1ccccc1C(=O)CCc1ccccc1 (stereo unspecified)
  0% | 15µM* | 4%
C/C(=C\c1ccccc1)C1Nc2cccc3cccc(c23)N1
  0% | . | 9%
Cc1onc(-c2ccccc2)c1C(=O)NCC1CCCO1 (stereo unspecified)
  -2% | 1% | 1%
CSc1ccc(CNC(=O)C2Cc3cc(S(=O)(=O)N4CCCC4)ccc3N2C(C)=O)cc1 (stereo unspecified)
  3% | -19% | 4%
O=C(NCc1ccc2c(c1)OCO2)c1ccc(N2CCCCCC2)c([N+](=O)[O-])c1
  -1% | ? | 3%
COc1cc(S(=O)(=O)NCc2ccccc2Cl)ccc1-n1cnnn1
  -3% | -20% | 1%
Cc1ccccc1C(=O)Nc1ccc(NC(=O)c2cccs2)cc1
  1% | -2% | -3%[12.3 µM]
O=C(C[n+]1ccccc1)N/N=C/c1ccc(C(=O)O)cc1
  -6% | 24% | 0%
CC1C(C(=O)Nc2ccccc2)CCCC1(C)C(=O)O (stereo unspecified)
  -4% | -18% | -1%
Cc1ccc2scc(N3CCN(c4cccc(C(F)(F)F)c4)CC3)c(=O)c2c1
  -8% | ? | 3%
Cc1cc(C(=O)NCc2ccco2)no1
  -9% | -7% | -2%
COc1ccc2c(c1)[C@@]1(C)CCC[C@](C)(CO)C1CC2 (stereo partly specified)
  . | -30% | 10%
Cc1ccc2nc(NCCC(=O)O)nc(-c3ccccc3)c2c1
  -5% | -14% | -1%
CC1(C)NC(=O)N(CC(=O)OCC(=O)c2ccc(F)cc2)C1=O
  -18% | 6% | -3%
Cc1ccc2cc(CCNC(=O)c3ccc(Br)o3)c(=O)[nH]c2c1
  -2% | ? | 6%
N/C(=N\OC(=O)Cc1ccccc1[N+](=O)[O-])c1cccnc1
  -1% | 3% | -3%
CCNc1ncc2nc(C)c(=O)n(C[C@H]3CCCO3)c2n1
  -8% | -17% | .
CCOC(=O)N1CCN(C(=O)COc2ccc(Br)cc2)CC1
  -6% | -26% | 3%
Cc1cc(NC(=O)C(C)SCC(=O)OC(C)C(=O)Nc2ccc(F)cc2Cl)no1 (stereo unspecified)
  0% | -1% | 5%
Cn1c(SCc2nc3ccccc3[nH]2)nnc1-c1cccs1
  6% | 2% | -4%
O=C(NC(c1ccccc1)c1ccccc1)c1ccc(=O)[nH]n1
  -5% | ? | 2%
CCOc1ccc(NC(=O)Cn2nnc(C(=O)NCCc3ccc(OC)c(OC)c3)c2N)cc1
  1% | ? | 2%
CCN(CC)c1ccc(NS(=O)(=O)c2ccc(-c3cnc(C4CC4)o3)cc2)c(C)c1
  4% | 16µM* | 9%
O=C(CSc1nccn1-c1ccc(Cl)cc1)N1CCCc2ccccc21
  11% | 15µM* | 1%
CCC(=O)C1=C(c2cccc([N+](=O)[O-])c2)N(C(=O)CC)n2c(nnc2-c2ccccc2)S1
  -4% | 3.3µM* | 5%
CC(C)C1N(S(=O)(=O)c2ccccc2)CCN1S(=O)(=O)c1ccccc1
  -13% | ? | -1%
Cc1[nH][nH]c(=O)c1C(c1ccc(O)c(Br)c1)c1c(C)[nH][nH]c1=O
  -6% | ? | .
O=C(NC(=S)NCc1cccnc1)c1ccccc1[N+](=O)[O-]
  -1% | ? | 2%
O=C(C1COc2ccccc2O1)N1CCc2ccccc21 (stereo unspecified)
  -16% | -17% | .
O=C(Nc1ccccc1-c1ccccc1)c1ccc(=O)[nH]n1
  1% | -25% | .
CCN(C/C=C/C#CC(C)(C)C)Cc1cccc(OCc2cc(-c3ccsc3)cs2)c1
  -21% | . | 2%
CN(C)CCN(C)Cc1ccccc1Sc1cccc2ccccc12
  0% | 8.2µM* | 0%
Cc1cccc(N2CCN(C(=O)CCCn3c(=O)[nH]c4ccsc4c3=O)CC2C)c1 (stereo unspecified)
  -15% | 26µM* | 5%
Cc1ccccc1CN1C2=NCCCN2c2ccccc21
  -2% | 18µM* | 4%
Cc1cc(F)ccc1NS(=O)(=O)c1cccc2nsnc12
  -1% | -20% | .
Cc1oc(-c2ccc(C(=O)Nc3cccc(C(F)(F)F)c3)cc2)nc1CSc1ccccc1
  -6% | 16µM* | 3%
C[C@H]1CN([C@@H](C)CO)C(=O)Cc2cc(NS(C)(=O)=O)ccc2O[C@@H]1CN(C)Cc1ccc(Cl)c(Cl)c1
  4% | -26% | 3%
Cc1cc(Br)ccc1NC(=O)CNC(=O)CSc1nccn1C
  -1% | 4% | 1%
O=C(Oc1ccc(/C=N/NC(=O)c2ccccc2F)cc1)c1ccccc1
  -3% | 12µM* | -4%
Cc1ccc(C(=O)N(CC(=O)NC2CCCC2)c2ccccc2Cl)s1
  1% | ? | 4%
Cc1cccc2cc(CN(Cc3ccc(F)cc3)C(=O)N(C)C)c3nnnn3c12
  -1% | 21µM* | 2%
O=C(OCC(=O)c1ccccc1Br)c1ccccn1
  -13% | ? | -1%
Cc1cc(OCC(=O)N[C@@H](Cc2c[nH]c3ccccc23)C(=O)O)c2c(C)c(C)c(=O)oc2c1
  -16% | 9% | .
COc1ccc(-c2noc(N3CCC(C(=O)Nc4ccc(OC)c(OC)c4)CC3)n2)cc1
  -17%&-8% | -13%&-15% | 4%
NS(=O)(=O)c1ccc(CCNCc2cc(Br)ccc2OCc2ccccc2)cc1
  -2% | 12µM* | 2%
CC1CN(C(=O)c2cc(S(=O)(=O)N(C)c3ccc(F)cc3)ccc2Cl)CC(C)O1 (stereo unspecified)
  -2% | 1µM* | -1%
N#Cc1ccc(N2Cc3ccccc3/C2=N/C(=O)Nc2ccc(Cl)cc2)cc1
  -13% | ? | 6%
COc1cc2cc(NC(C)=O)cc(NCc3ccccc3)c2cc1OC
  1% | -17% | .
O=C(O)c1cnc(-c2ccccc2)nc1Sc1ccc(Cl)cc1Cl
  -9% | -16% | 6%
CCOc1ccc(-n2c(=O)c3c4c(sc3n(CC(=O)NCCCOC)c2=O)CCCCC4)cc1
  3%&3% | -6%&0% | 0%&1%
CCC(=O)Nc1c(C)n[nH]c1C
  -6% | -10% | 6%
Cc1oc(-c2ccc3c(c2)OCCO3)cc1C(=O)O
  -5% | ? | 11%
CCN(C(=O)CSc1nnc(Cn2nnc3ccccc32)o1)c1nc(-c2ccccc2)cs1
  -11% | ? | 0%

The list continues:
Values run as follows: GCN5L2 inh | TDP1 cell noCPT | TDP1 inh
Cc1ccc(S(=O)(=O)N2CCN(c3ccccc3)CC2)c(C)c1
  -1% | -11% | .
Cc1ccc(C)c(Cn2c3ccccc3c3cnn(CC(=O)NC(C)CCc4ccccc4)c(=O)c32)c1 (stereo unspecified)
  -2% | 3.3µM* | 5%
CCOC(=O)NNC(=O)c1ccc(Cl)cc1
  -17% | -9% | -3%
COc1cccc(CNC(=O)Cn2nc(-c3ccc(Cl)cc3)ccc2=O)c1
  6%&-3% | ? | 10%&3%
COc1ccc(Cl)cc1Nc1nc(C)nc2c1oc1ccccc12
  -2% | -22% | .
Cc1ccc(S(=O)(=O)NCCc2nnc(SCc3cccnc3)n2C)cc1
  0% | -4% | 15%
COc1ccc(/C(O)=C2/C(=O)C(=O)N(CCN3CCOCC3)C2c2ccccn2)cc1 (stereo unspecified)
  -8% | -5% | -5%
CC(C)(CC(=O)N1CCN(c2ccc(Cl)cc2)CC1)CC1=NS(=O)(=O)c2ccccc2N1
  4% | 12µM* | 2%
O=C(NCCCN1CCOCC1)c1c(-c2ccccc2)sc2ccccc12
  0% | ? | 1%
O=C(CSc1nnnn1-c1ccccc1)N1CCNC1=O
  -17% | -17% | 0%
COc1ccccc1-n1cc(-c2ccc(Cl)cc2)[nH]c1=O
  -4% | 3% | -3%
O=C(C1CCN(S(=O)(=O)Cc2ccccc2)CC1)N1CCN(c2cccc(C(F)(F)F)c2)CC1
  -4% | ? | 9%
COCCCNc1ncnc2c1nc1n2CCCC1
  -5% | -4% | .
CC[C@@]1(C(=O)OC)N[C@H](CN(C)C(=O)Nc2ccccc2)[C@@H]2C(=O)N(Cc3ccccc3)C(=O)[C@@H]21
  -6% | -16% | 0%
O=C(Nc1cc(C(F)(F)F)ccc1Cl)c1cnn(-c2ccccc2)c1-n1cccc1
  -8% | 23µM* | 0%
COc1cc(/C=N/NC(=O)CN(Cc2ccco2)S(=O)(=O)c2ccccc2)ccc1O
  -2% | -1% | 5%
COC(=O)c1ccccc1NC(=O)C1CCN(C(=O)c2ccc(OC)cc2)CC1
  -1% | -3% | 4%
O=C(CN1CCN(S(=O)(=O)c2cccc(Br)c2)CC1)N1CCCCC1
  3% | -21% | 0%
COc1ccc(Cl)cc1NC(=O)CC(C)=O
  -5% | -9% | 4%
Cc1ccc(-n2cc(CN3CCC(O)(c4ccccn4)CC3)c(-c3ccc(F)cc3)n2)cc1
  -1% | ? | 9%

Laid out differently: 2 of the compounds above.
SMILES,GCN5L2 inh,TDP1 cell noCPT,TDP1 inh
COC(=O)c1ccccc1NC(=O)C1CCN(C(=O)c2ccc(OC)cc2)CC1,-1%,-3%,4%
O=C(CN1CCN(S(=O)(=O)c2cccc(Br)c2)CC1)N1CCCCC1,3%,-21%,0%

Another view of 2 compounds above.
canonical_smiles | GCN5L2 inh | TDP1 cell noCPT | TDP1 inh
COc1cc(/C=N/NC(=O)CN(Cc2ccco2)S(=O)(=O)c2ccccc2)ccc1O | -2% | -1% | 5%
COc1ccc(Cl)cc1NC(=O)CC(C)=O | -5% | -9% | 4%

Screens: PubChem, National Center for Advancing Translational Sciences (NCATS)
